Screening results (PubChem)
PAX8 reporter: inhibitors of PAX8 transcriptional activity in RMG-I cells | RMG-I TPO-luciferase reporter, SteadyGlo, 24 h | inhibition, % at 12.6 µM | hit rate 1.2% among 360,000 | AID 652154;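 active = mean replicate inhibition at least 60% with every replicate also reaching 60%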;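 also: luciferase light reporting Pax8 driven TPO promoter activity; plate controls were median of neutral control wells for no effect and mitoxantrone controls for full effect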
LGR2 antag: Drosophila LGR2 receptor signaling inhibition; HEK293 LGR2, CRE-luciferase, bursicon-stimulated, 4 h; inhibition, % at 9.99 µM; hit rate 0.35% among 380,000;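 active = drop in luminescence signal, shown as inhibition above about 50% in the replicate tests, limit read from the data, passing the limit was not always enough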;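 also: agonist challenge used bursicon conditioned medium at about half maximal strength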
EWS-Fli block: EWS/Fli transcriptional activity inhibition. inhibition, % at 12.6 µM. hit rate 0.67% among 350,000. AID 651661. A673 NR0B1-luciferase reporter, viability-normalised;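 active = mean inhibition of at least 50% after viability correction, with every replicate also passing that limit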;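 also: firefly luciferase signal divided by Alamar Blue viability fluorescence both relative to DMSO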
PGC1a acetyl inh: lowers PGC1a acetylation signal in U2OS cells | AlphaScreen anti-acetyl-lysine; with virally co-expressed GCN5 acetyltransferase | inhibition, % at 15.6 µM | hit rate 0.17% among 350,000 | AID 651687;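 active = every replicate shows inhibition of at least 40%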;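 also: 0% = neutral control wells and 100% = positive control wells; some results beyond the cut were filed as inactive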
Cneo AK release: Cryptococcus neoformans lysis via adenylate kinase release. C. neoformans lysis, adenylate kinase release luminescence, 4 h; normalised: neutral wells 0, clomiphene wells 100. lysis activity, % at 15 µM. hit rate 0.2% among 360,000. AID 651654;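 active = mean lysis activity across replicates of at least 80%, whatever share of replicates individually reach that level; inactive = mean lysis activity below 80%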
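Assay system: Cryptococcus neoformans yeast cells / Dosing: single-point compound dose / Timing: 4 h at 37 °C static, read 1 h later / Measured by: luminescence of released adenylate kinase using an AK detection reagent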
miR-122 sensor: blocks miR-122 activity in Huh7 sensor cells; Huh7 miR-122 Renilla luciferase sensor, 48 h; neutral wells = 0, positive control = 100; activation (reporter increase), % at 12.5 µM; hit rate 0.3% among 340,000;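 active = mean replicate activation score at least 90 and every replicate individually at or above 90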;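 also: higher luciferase means less miR-122 activity so hits act as miR-122 inhibitors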
FN deposition inh: fibronectin deposition inhibition | AH1F fibroblasts, Alexa488-fibronectin deposition fluorescence, overnight | inhibition, % at 12.6 µM | hit rate 0.086% among 350,000 | AID 743247;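 active = mean inhibition across replicates of 30% or more, regardless of how many single replicates reach that level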;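 also: positive control wells lacked labelled fibronectin entirely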
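Material – AH1F fibroblast monolayer, labelled fibronectin deposition · Reagent – labelled fibronectin 24 nM · Timing – 1 h adhesion, overnight exposure · Measured by – fluorescence at 485 nm excitation, 525 nm emission · Read-out – inhibition of fibronectin deposition signal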
Casp6 inh: inhibitors of human caspase-6 | inhibition, % at 12.5 µM | purified caspase-6, Z-VEID-R110 cleavage fluorescence | hit rate 0.53% among 350,000;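 active = mean inhibition across replicates at least about 35%, with every replicate also reaching that limit, limit read from the data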;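 also: 0% = median of neutral control wells and 100% = no fluorescence left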
Target sequence (P55212 24-179 limits assumed): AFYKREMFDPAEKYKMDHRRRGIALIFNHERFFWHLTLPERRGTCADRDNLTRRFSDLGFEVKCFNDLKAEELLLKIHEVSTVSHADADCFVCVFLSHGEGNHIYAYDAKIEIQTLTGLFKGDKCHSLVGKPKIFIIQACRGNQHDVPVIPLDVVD
Target sequence (P55212 194-293 limits assumed): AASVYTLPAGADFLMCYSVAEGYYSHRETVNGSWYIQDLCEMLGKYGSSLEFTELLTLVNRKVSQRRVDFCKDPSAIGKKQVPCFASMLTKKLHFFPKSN
* = called active by the depositor; x = not tested or not shown; & = joins results of further samples; [ ] = another dose, or the depositor's remark. An unsorted share of the library. Share with any hit: about 2.5%.

1) O=C(Cn1ncc(N2CCOCC2)c(Cl)c1=O)c1ccc(Cl)cc1
2) Cc1cc(NC(=O)CSc2nc3ccccc3c(=O)n2C2CCCC2)no1
3) C[C@@H]1CN([C@@H](C)CO)C(=O)Cc2cc(NC(=O)Cc3ccccc3)ccc2O[C@@H]1CN(C)Cc1ccc(C(=O)O)cc1
4) Cc1ccc(C(=O)NCC(=O)N/N=C/c2cccs2)cc1C
5) CN(C)C=NC(=O)/C(C#N)=C/c1ccccc1
6) CC(C)NC(=O)N(C)C[C@H]1Oc2ccc(NC(=O)Nc3cccc4ccccc34)cc2CC(=O)N([C@@H](C)CO)C[C@H]1C

compound no.	1	2	3	4	5	6
miR-122 sensor	5	3	-2[16.7 µM]	-12	x	-5[16.7 µM]
PGC1a acetyl inh	x	-8	9	x	x	5
LGR2 antag	3	x	-1	x	18	1
FN deposition inh	3	11	x	-2	0	x
PAX8 reporter	-22	x	-2	4	-28	16
Casp6 inh	1	x	1	0	19	-2
EWS-Fli block	-23	x	-8	0	-17	12
Cneo AK release	x	0	5	-3	x	-4

7) O=C(CSc1n[nH]c(-c2ccccc2)n1)Nc1ccc(F)cc1F
8) COc1cccc(C(C(=O)NC(C)(C)C)N(C(=O)CCC(=O)Nc2cc(C)on2)C(C)(C)C)c1OC (configuration not stated)
9) Cc1cccc(-c2ccc(C3[C@@H]4CN(C(=O)C5CCCCC5)C[C@H]3N4)cc2)c1 (some centres not stated)
10) O=C1c2ccccc2CN2C(=O)c3ccccc3CN12
11) COc1ccccc1OCC(=O)NC1CCCCCC1
12) CCOc1ccc(NC(=O)CN(C)C(=O)c2ccc(N3CCCC3)c([N+](=O)[O-])c2)cc1OCC

compound no.	7	8	9	10	11	12
miR-122 sensor	x	-2	x	-4	4	-7
PGC1a acetyl inh	x	-19	5&-74	-4	7	x
LGR2 antag	-10	x	-58&24	2	-22	-12
FN deposition inh	1	7	-2&22	x	x	-1
PAX8 reporter	-4	23	-25&8	2	x	14
Casp6 inh	4	x	x	19	1	11
EWS-Fli block	x	x	23&20	x	-24	4
Cneo AK release	12	1	x	0	1	4

13) CN1CCN(S(=O)(=O)CC2(C)C3CCC2(C)C(=O)C3Br)CC1 (configuration not stated)
14) CCCC(=O)N1CCC2(CC1)CN(C(=O)Nc1c(C)noc1C)[C@@H](CO)c1c2c2ccc(OC)cc2n1C
15) CC1(C)Cc2c(c(N3CCCC3)nc3sc4c(N5CCN(CCO)CC5)ncnc4c23)CO1
16) NC(=O)CSC1=N/C(=C\c2ccco2)C(=O)N1c1ccc(OC(F)F)cc1
17) COc1ccc(-n2nc(C(=O)NCC(=O)Nc3ccccn3)c3ccccc3c2=O)cc1
18) CCCN1C(=O)c2cc(C(=O)NCCc3cccc(C)c3)ccc2C1O (configuration not stated)

compound no.	13	14	15	16	17	18
miR-122 sensor	-1	x	1	x	0	-3
PGC1a acetyl inh	-1	-2	-13	13	12	3
LGR2 antag	1	-10	1	2	x	16
FN deposition inh	-2	x	x	-2	-7	4
PAX8 reporter	10	x	x	10	7	-41
Casp6 inh	1	1	5	13	x	1
EWS-Fli block	3	-3	-1	12	x	-28
Cneo AK release	-6	x	-1	x	0	3

19) CCCc1c(C(=O)N/N=C/c2ccccc2OCc2ccc(F)cc2)nnn1-c1nonc1N
20) Cc1cc(Cc2cc(C)c(O)c(CO)c2)cc(CO)c1O
21) O=C(N[C@@H]1CC[C@@H](CCNS(=O)(=O)c2ccccc2)O[C@@H]1CO)c1cnccn1
22) O=C1C=C(c2ccc(-c3ccccc3)cc2)C[C@@H](c2ccc(Cl)cc2)C1
23) N/C(=N\OC(=O)c1cccc(Br)c1)c1ccc([N+](=O)[O-])cc1
24) CNc1nc(SC(C)C(=O)Nc2ccc(Cl)c(Cl)c2)nc(N2CCOCC2)n1 (configuration not stated)

compound no.	19	20	21	22	23	24
miR-122 sensor	3	-3	x	1	-3	3
PGC1a acetyl inh	-4	-29	14	6	1	-2
LGR2 antag	3	3	1	4	-18	-39
FN deposition inh	0	6	x	-3	6	-1
PAX8 reporter	-17	-7	13	-17	12	8
Casp6 inh	1	2	2	2	2	0
EWS-Fli block	12	-1	-1	-27	-7	-7
Cneo AK release	1	0	-1	-1	3	3

25) Cc1ccc(CS(=O)(=O)Cc2ccc(C(=O)NCCCN3CCOCC3)o2)cc1
26) COc1cc(C(=O)Nc2nc3ccc(S(C)(=O)=O)cc3s2)cc(OC)c1C
27) CCN(CC)C1CCS(=O)(=O)C1 (configuration not stated)
28) Cc1nn(C)cc1S(=O)(=O)N1CCN(c2ccccc2)CC1
29) COc1cc(C)ccc1Oc1ncnc(N)c1[N+](=O)[O-]
30) COc1ccc2[nH]c3c(c2c1)CCN1C(=O)C(CC(=O)NCC24CC5CC(CC(C5)C2)C4)C[C@H](C(=O)N2CCOCC2)[C@@]31CCC1CCCC1 (some centres not stated)

compound no.	25	26	27	28	29	30
miR-122 sensor	x	-1	x	-4	-14	-4
PGC1a acetyl inh	39	-9	-2	-6	5	x
LGR2 antag	20	4	x	2	7	28
FN deposition inh	x	1	-7	3	-3	x
PAX8 reporter	x	13	6	2	-65	-2
Casp6 inh	-6	3	-2	-2	1	-2
EWS-Fli block	3	-17	-9	x	16	-10
Cneo AK release	-1	6	x	3	-2	-3

31) COc1ccccc1S(=O)(=O)N1CC[C@H]2[C@@H](CO)N(C)c3ccc(-c4ccc(C#N)cc4)cc3[C@H]21
32) CCc1nnc(NC(=O)C(=O)NCCOC(=O)c2ccccc2)s1
33) COc1ccc(N2CC(C(=O)Nc3ccccc3C(=O)NCc3ccco3)CC2=O)cc1 (configuration not stated)
34) CCN(CC(=O)Nc1ccc(NC(C)=O)cc1)C(=O)c1cc2c(s1)CCCC2
35) COCCn1c(C)cc(/C=C2/SC(=O)N(CC(=O)N3CCCC3)C2=O)c1C
36) CC(=O)N1[C@@H]2Cn3c(ccc(-c4ccccc4)c3=O)[C@H]1[C@@H](C(=O)NC1Cc3ccccc3C1)[C@@H]2CO

compound no.	31	32	33	34	35	36
miR-122 sensor	2[16.7 µM]	-4	-8	x	-1	4[16.7 µM]
PGC1a acetyl inh	6	9	4	x	-6	x
LGR2 antag	-8	-9	x	3	-3	-9
FN deposition inh	13	x	1	0	10	x
PAX8 reporter	107*	x	x	12	-9	8
Casp6 inh	x	3	x	4	2	x
EWS-Fli block	9	9	x	-6	-13	14
Cneo AK release	0	-1	-2	0	1	-3

37) CC(=O)Cc1nsc(NC(=O)c2csc3c2CCCC3)n1
38) O=C(CSc1nnc(-c2ccccc2)o1)N1CCCCC1
39) COc1cccc(NC(=O)N(C)C[C@H]2Oc3cc(-c4ccccc4F)ccc3S(=O)(=O)N([C@@H](C)CO)C[C@@H]2C)c1
40) CC1CN(S(=O)(=O)c2ccccc2)CN1C(=O)N1CCOCC1 (configuration not stated)
41) Cc1ccccc1S(=O)(=O)N1CC(C(=O)O)=CC[C@H]1c1ccc(Cl)cc1
42) Cc1ccc(S(=O)(=O)Cn2nnnc2C(CC(C)C)N2CCN(c3ccccc3)CC2)cc1 (configuration not stated)

compound no.	37	38	39	40	41	42
miR-122 sensor	-19	-5	26[16.7 µM]	0	x	-5
PGC1a acetyl inh	x	5	-4	2	x	12
LGR2 antag	x	-100	-2	0	4	x
FN deposition inh	3	2	-3	3	6	-11
PAX8 reporter	1	-113	x	5	-18	11
Casp6 inh	x	0	0	1	4	x
EWS-Fli block	x	-42	14	-6	2	x
Cneo AK release	0	2	-2	-1	3	1

43) C[C@@H]1ON(C2CCCCC2)[C@H]2c3nc4ccccc4n3C[C@@H]12
44) Cc1ccc(Sc2nc(C)c([N+](=O)[O-])c(C)c2C#N)cc1
45) CCN(C(=O)Nc1cccc2ccccc12)c1ccccc1
46) CC(C)C#Cc1cnc2c(c1)C(=O)N([C@H](C)CO)C[C@H](C)[C@@H](CN(C)Cc1ccccc1)O2
47) Cc1ccc(S(=O)(=O)N[C@@H]2CC[C@H](CC(=O)NCCN3CCCCC3)O[C@H]2CO)cc1
48) COc1ccc(NC(=O)Nc2ccc3c(c2)[C@H]2C[C@H](CC(=O)N(C)C)O[C@H](CO)[C@H]2O3)cc1
49) CCCC(=O)NCC(c1cccs1)S(=O)(=O)c1ccc(Cl)cc1 (configuration not stated)

compound no.	43	44	45	46	47	48	49
miR-122 sensor	5	-6	-4	16[16.7 µM]	x	11[16.7 µM]	x
PGC1a acetyl inh	0	4	-6	-3	2	-2	x
LGR2 antag	-5	12	-2	9	9	-4	-1
FN deposition inh	-14	2	9	-5	-12	-5	2
PAX8 reporter	-4	-1	26	x	5	x	-4
Casp6 inh	-1	0	-9	-2	-9	5	-1
EWS-Fli block	-1	21	25	9	0	-2	x
Cneo AK release	1	-2	0	9	-1	0	x

By substructure, those above with a halogen
1) O=C(Cn1ncc(N2CCOCC2)c(Cl)c1=O)c1ccc(Cl)cc1
7) O=C(CSc1n[nH]c(-c2ccccc2)n1)Nc1ccc(F)cc1F
13) CN1CCN(S(=O)(=O)CC2(C)C3CCC2(C)C(=O)C3Br)CC1 (configuration not stated)
16) NC(=O)CSC1=N/C(=C\c2ccco2)C(=O)N1c1ccc(OC(F)F)cc1
19) CCCc1c(C(=O)N/N=C/c2ccccc2OCc2ccc(F)cc2)nnn1-c1nonc1N
22) O=C1C=C(c2ccc(-c3ccccc3)cc2)C[C@@H](c2ccc(Cl)cc2)C1
23) N/C(=N\OC(=O)c1cccc(Br)c1)c1ccc([N+](=O)[O-])cc1
24) CNc1nc(SC(C)C(=O)Nc2ccc(Cl)c(Cl)c2)nc(N2CCOCC2)n1 (configuration not stated)

compound no.	1	7	13	16	19	22	23	24
miR-122 sensor	5	x	-1	x	3	1	-3	3
PGC1a acetyl inh	x	x	-1	13	-4	6	1	-2
LGR2 antag	3	-10	1	2	3	4	-18	-39
FN deposition inh	3	1	-2	-2	0	-3	6	-1
PAX8 reporter	-22	-4	10	10	-17	-17	12	8
Casp6 inh	1	4	1	13	1	2	2	0
EWS-Fli block	-23	x	3	12	12	-27	-7	-7
Cneo AK release	x	12	-6	x	1	-1	3	3

39) COc1cccc(NC(=O)N(C)C[C@H]2Oc3cc(-c4ccccc4F)ccc3S(=O)(=O)N([C@@H](C)CO)C[C@@H]2C)c1
41) Cc1ccccc1S(=O)(=O)N1CC(C(=O)O)=CC[C@H]1c1ccc(Cl)cc1
49) CCCC(=O)NCC(c1cccs1)S(=O)(=O)c1ccc(Cl)cc1 (configuration not stated)

compound no.	39	41	49
miR-122 sensor	26[16.7 µM]	x	x
PGC1a acetyl inh	-4	x	x
LGR2 antag	-2	4	-1
FN deposition inh	-3	6	2
PAX8 reporter	x	-18	-4
Casp6 inh	0	4	-1
EWS-Fli block	14	2	x
Cneo AK release	-2	3	x
